Compound activity (PubChem BioAssay)
APEX1 inh = APE1 (human) endonuclease inhibition; P27695; recombinant APE1, TAMRA/BHQ-2 abasic DNA cleavage fluorescence; Potency, µM (top dose mostly 65.8 µM), inactives show top-dose activity change, negative = inhibition, hits mostly inhibitors; actives 0.35% (n = 350,000); AID 2517;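 further: plate controls were vehicle for no effect and reference inhibitor for full effect; nearly all actives have a fitted effect of over 55% in size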
Target sequence (P27695 whole entry, looked up): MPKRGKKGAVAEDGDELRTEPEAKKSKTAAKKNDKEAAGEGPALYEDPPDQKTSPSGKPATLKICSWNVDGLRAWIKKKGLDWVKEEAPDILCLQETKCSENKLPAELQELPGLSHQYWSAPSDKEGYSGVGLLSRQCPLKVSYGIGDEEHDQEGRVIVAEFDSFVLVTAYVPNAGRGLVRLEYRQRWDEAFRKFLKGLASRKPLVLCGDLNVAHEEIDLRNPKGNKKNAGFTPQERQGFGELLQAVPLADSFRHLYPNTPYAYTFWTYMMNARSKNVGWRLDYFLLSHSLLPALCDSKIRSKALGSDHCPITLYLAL
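Activity was derived from the fluorescence gain between first and third kinetic reads (60 s intervals, ex 525/em 598 nm) after 50 nM THF-abasic TAMRA/BHQ-2 duplex was added to 0.75 nM APE1 preincubated 15 min with compound.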
BLM inh = inhibitors of human Bloom syndrome helicase BLM; recombinant BLM DNA unwinding, fluorescence dequenching; actives 0.2% (n = 350,000); P54132; AID 2528; Potency, µM (titrated, usually from 56.1 µM), for the others: top-dose activity change, negative = inhibition, most hits filed as inhibitors;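 further: plate controls were vehicle for no effect and no enzyme for full effect; nearly all actives have a fitted effect of over 35% in size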
Anesthetic bind = binds horse apoferritin like a general anesthetic. actives 0.074% (n = 350,000). Potency, µM (doses to about 77.5 µM), inactives show at the highest dose activity change, negative = displacement, most hits filed as inhibitors. P02791. AID 485281. apoferritin/1-aminoanthracene competitive binding, fluorescence; further: on the % scale 0 is the no-effect control and ±100 the full control effect; nearly all actives have a fitted effect of over 20% in size
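In PBS, apoferritin at 10 uM is loaded with 1-AMA from a 50% saturated solution. After 10 min of compound exposure at ambient temperature, reduced 535 nm fluorescence indicates probe displacement.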
Pol beta inh = DNA polymerase beta (human) inhibition; Pol beta primer extension/strand displacement, fluorescence kinetic; Potency, µM (highest dose often 114 µM), for the others: top-dose activity change, negative = inhibition, most hits filed as inhibitors; actives 1.3% (n = 340,000); further: on the % scale 0 is the no-effect control and ±100 the full control effect
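Kinetic readout of DNA synthesis with strand displacement by Pol beta. Compound and 10 nM enzyme sit 15 min at room temperature; 50 nM substrate starts the reaction, read immediately and at 10 min.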
Pol iota inh = inhibitors of human DNA polymerase iota. Pol iota fluorescent replication assay, 10 min. Potency, µM (highest dose often 115 µM), without a hit: at the highest dose activity, negative = inhibition, actives largely listed as inhibitors. actives 1% (n = 390,000). AID 588590
Target sequence (Q9UNA4 whole entry, looked up): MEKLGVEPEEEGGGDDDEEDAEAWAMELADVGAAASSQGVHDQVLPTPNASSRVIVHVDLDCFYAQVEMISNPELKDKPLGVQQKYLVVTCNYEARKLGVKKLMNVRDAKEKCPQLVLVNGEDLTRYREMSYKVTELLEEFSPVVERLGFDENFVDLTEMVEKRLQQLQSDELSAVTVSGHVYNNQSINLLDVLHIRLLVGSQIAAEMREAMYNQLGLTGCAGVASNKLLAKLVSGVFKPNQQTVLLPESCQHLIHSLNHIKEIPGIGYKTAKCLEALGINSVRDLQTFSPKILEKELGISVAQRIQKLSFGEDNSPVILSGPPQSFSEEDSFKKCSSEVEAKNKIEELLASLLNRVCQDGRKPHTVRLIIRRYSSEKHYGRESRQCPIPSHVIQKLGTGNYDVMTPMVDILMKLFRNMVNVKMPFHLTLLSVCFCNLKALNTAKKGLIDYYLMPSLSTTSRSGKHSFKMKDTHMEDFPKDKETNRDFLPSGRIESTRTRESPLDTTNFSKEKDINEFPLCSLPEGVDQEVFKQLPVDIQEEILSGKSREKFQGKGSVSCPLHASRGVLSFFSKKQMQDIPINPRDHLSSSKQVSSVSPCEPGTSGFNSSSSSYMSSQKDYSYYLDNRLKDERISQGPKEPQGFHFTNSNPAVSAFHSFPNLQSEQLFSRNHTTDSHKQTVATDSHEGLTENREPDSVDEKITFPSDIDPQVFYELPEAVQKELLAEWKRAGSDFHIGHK
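Fluorescent replication assay read twice, at 0 min and 10 min after adding 50 nM (final) substrate. Enzyme (10 nM) and compounds were first incubated 15 min at room temperature; enzyme-free buffer wells were negative controls.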
Pol kappa inh = inhibitors of human DNA polymerase kappa; Q9UBT6; purified Pol kappa, fluorescent DNA synthesis assay, 10 min; actives 0.53% (n = 400,000); Potency, µM (titrated, usually from 107 µM), without a hit: top-dose activity, negative = inhibition, actives largely listed as inhibitors; further: on the % scale 0 is the no-effect control and ±100 the full control effect
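Fluorescent qHTS in 1536-well format: enzyme (10 nM) and compound sat 15 min at room temperature before 50 nM substrate (final) was added. Signal taken at 0 and 10 min; no-enzyme buffer wells were negative controls.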
G9a block = inhibitors of human histone lysine methyltransferase G9a; Q96KQ7; Potency, µM (series often up to 102 µM), inactives show at the top dose activity, negative = inhibition, most hits filed as inhibitors; G9a H3K9 monomethylation, AlphaScreen, 2 h; actives 8.8% (n = 350,000); further: on the % scale 0 is the no-effect control and ±100 the full control effect; nearly all actives have a fitted effect of over 75% in size
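Chemiluminescent proximity detection of H3K9 monomethylation, read after 10 min bead incubation in the dark. Reaction: 20 nM G9a, 500 nM biotin-H3K9 peptide, 20 uM SAM cofactor, 2 h, room temperature, following 15 min enzyme-compound preincubation.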
BAZ2B inh = BAZ2B (human) inhibition; AID 504333; Potency, µM (top dose mostly 114 µM), inactives show top-dose activity change, negative = inhibition, most hits filed as inhibitors; actives 4.4% (n = 360,000); Q9UIF8; AlphaScreen BAZ2B-H3K14Ac peptide displacement; further: on the % scale 0 is the no-effect control and ±100 the full control effect; nearly all actives have a fitted effect of over 60% in size
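AlphaScreen displacement of biotin-H3(5-23)K14Ac peptide (50 nM final) from BAZ2B (50 nM final) in PBS pH 7.4, 0.01% Tween-20; complex preformed 30 min RT, then compounds (top 110 uM) 30 min RT, beads 20 min dark.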
POLH inh = blocks human DNA polymerase eta activity; recombinant Pol eta, fluorescent DNA replication assay; Q9Y253; actives 1.2% (n = 390,000); Potency, µM (doses to about 114 µM), without a hit: at the highest dose activity change, negative = inhibition, usual class: inhibitors; further: on the % scale 0 is the no-effect control and ±100 the full control effect
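Pol eta at 10 nM preincubated with compounds 15 min at room temperature; reaction started with fluorescent substrate (50 nM final) and read kinetically at 0 and 10 min.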
Starred values were filed as active, the others as inactive; ? = inconclusive; . = no result given; & = joins results of further samples; [ ] = another dose, or the depositor's remark. The call rests on the fitted dose curve; in most records, active means well fitted curve in the direction sought with a large enough effect; inconclusive means small, poorly fitted or top-dose-only effect, or another doubt; inactive means no such curve, though single readings can be large; an effect the other way counts as inactive or inconclusive. Potency means the concentration at half of the fitted maximal effect. This is a subset; count on the stated rates, not on these rows.

SMILES	APEX1 inh	BLM inh	Anesthetic bind	Pol beta inh	Pol iota inh	Pol kappa inh	G9a block	BAZ2B inh	POLH inh
CCn1cc([N+](=O)[O-])c(C(=O)Nc2ccn(Cc3ccccc3F)n2)n1	4%	1%	-6%	0%	1%[58.9 µM]	-3%	4%[59 µM]	-5%	6%
Cc1ccc(-n2cnc3cc(C(=O)NCCC4=CCCCC4)ccc32)cc1Cl	.	-3%	46%[activator]	10%	12%	-17%[60.1 µM]	-3%[59 µM]	-5%	-8%
CC(=O)NCC(=O)N[C@@H](CC(=O)OCc1ccccc1)C(=O)OCc1ccccc1	?	-1%	-10%	23%	7%	-5%	-2%	1%	-8%
CC(c1ccccc1)N1CC(C(=O)O)CC1=O (stereo unspecified)	-8%	1%	-1%	-1%	7%	4%	-25%	-22%	8%
NC(=O)C1CCCN(C(=O)c2cccc(NC(=O)c3cccs3)c2)C1 (stereo unspecified)	18%	.	.	.	2%	3%	?	0%	-6%
Clc1ccc(CN2CCN(c3ncnc4scc(-c5cccs5)c34)CC2)cc1	15%	-8%	-7%	0%	16%	-20%	32µM*	-35%	3%
COc1ccc(OC)c2[nH]c(=O)c(CCNC(C)=O)cc12	1%	0%	-2%	-9%	55%[activator]	7%	6%	-6%	-6%
CN(C)c1ncc2nc(-c3cc(F)cc(F)c3)c(=O)n(C[C@H]3CCCO3)c2n1	3%	4%	.	.	.	5%[60.1 µM]	7%[0.501 µM]	.	.
COc1ccc(OCc2ccc(C(=O)NN)cc2)cc1	17%	-13%	-10%	4%	10%	-4%	45µM*	2%	-1%
Cc1ccc(N(CC(=O)NC2CCCC2)C(=O)CCC(=O)Nc2ccccn2)cc1	44%[activator]	0%	2%	1%	25%	9%	8%	-19%	-22%
O=C1OC[C@H]2CCCN2C(=O)[C@@H](CC(=O)N(CCO)Cc2ccccc2)C/C=C\CC[C@@H]1Cc1ccc(F)cc1	0%	.	.	.	26%	-2%	.	.	-16%
COc1ccc(N(CC(=O)NCCSc2ccccn2)S(=O)(=O)c2ccccc2)cc1OC	4%	-1%	-14%	-18%	65%[activator]	-1%	5%	3%	-9%
CCCC1C(C#N)=C(N)Oc2n[nH]c(C(C)(C)C)c21 (stereo unspecified)	-2%	-5%	-4%	-6%	-18%	-5%	?	-3%	-11%
O=c1nc(-c2ccccc2)c2cc(SC(F)F)ccc2[nH]1	49%[activator]	-3%	1%	5%	150%[activator]	-6%	49%	-26%	-17%
CCOC(=O)C1(Cc2ccc(OC)cc2)CCN(C(=O)[C@@H]2CCCN2C(C)=O)CC1	-3%	-1%	-7%	-18%	7%	-6%	-6%[59 µM]	0%	-17%

As a short view, six of the compounds above:
SMILES	APEX1 inh	BLM inh	Anesthetic bind	Pol beta inh	Pol iota inh	Pol kappa inh	G9a block	BAZ2B inh	POLH inh
Cc1ccc(N(CC(=O)NC2CCCC2)C(=O)CCC(=O)Nc2ccccn2)cc1	44%[activator]	0%	2%	1%	25%	9%	8%	-19%	-22%
O=C1OC[C@H]2CCCN2C(=O)[C@@H](CC(=O)N(CCO)Cc2ccccc2)C/C=C\CC[C@@H]1Cc1ccc(F)cc1	0%	.	.	.	26%	-2%	.	.	-16%
COc1ccc(N(CC(=O)NCCSc2ccccn2)S(=O)(=O)c2ccccc2)cc1OC	4%	-1%	-14%	-18%	65%[activator]	-1%	5%	3%	-9%
CCCC1C(C#N)=C(N)Oc2n[nH]c(C(C)(C)C)c21 (stereo unspecified)	-2%	-5%	-4%	-6%	-18%	-5%	?	-3%	-11%
O=c1nc(-c2ccccc2)c2cc(SC(F)F)ccc2[nH]1	49%[activator]	-3%	1%	5%	150%[activator]	-6%	49%	-26%	-17%
CCOC(=O)C1(Cc2ccc(OC)cc2)CCN(C(=O)[C@@H]2CCCN2C(C)=O)CC1	-3%	-1%	-7%	-18%	7%	-6%	-6%[59 µM]	0%	-17%

Later entries
SMILES	APEX1 inh	BLM inh	Anesthetic bind	Pol beta inh	Pol iota inh	Pol kappa inh	G9a block	BAZ2B inh	POLH inh
CC(C)C(=O)Nc1ccc2c(c1)Cc1cc(NC(=O)C(C)C)ccc1-2	58%[activator]	-10%	3%	6%	15%	-1%	-36%	-32%	2%
COc1ccc(C2CC(c3ccc(Cl)cc3)=NN2C(=O)c2cccc([N+](=O)[O-])c2)cc1 (stereo unspecified)	8%	0%	-7%	-1%	13%	5%	?	-10%	-9%
CCN(C(=O)Cc1c(C(=O)O)[nH]c2ccccc12)c1ccc(OC)cc1	8%	-6%&-4%	-1%&-1%	25%&49%	11%&4%	-14%&-7%	?	-9%&1%	-7%&-5%
CC(Oc1cccc(Br)c1)C(=O)Nc1cccc(S(=O)(=O)N2CCOCC2)c1 (stereo unspecified)	-21%	.	.	.	-3%	-20%	.	.	-11%
O=C(Nc1c2c(nn1-c1ccc(Cl)cc1)CS(=O)(=O)C2)c1ccccc1	22%	-2%	-7%	27%	26%	-4%	21%	-14%	-10%
CC(C)c1nc2sc3c(=S)nc[nH]c3c2c2c1CCC2	2%	-1%	-11%	2%	115%[activator]	-9%	-29%	-17%	-10%
C/C(=N\OCC(=O)Nc1ccc(Br)cc1)c1cccs1	-4%	-10%	-18%	-28%	-3%	1%	44%[activator]	43%[activator]	-22%
CCCCCCSc1cc(-c2nc3ccc(Cl)cn3c2NCCCC)ccc1OC	2%	.	.	.	22%	8%	3%[2.33 µM]	?	?
O=Nc1c(O)n(Cc2ccc(Cl)c(Cl)c2)c2ccccc12	-8%	-7%	?	0%	7%	-3%	-5%[12.7 µM]	-38%	-5%
COc1cc(CN2CCN(S(=O)(=O)c3ccccc3)CC2)cc(OC)c1OC	13%	-1%	-4%	-13%	2%	-10%	28µM*	?	-3%
CCC(=O)N1CCc2cc(Br)cc(S(=O)(=O)NCc3ccco3)c21	0%	0%	4%	3%	?	-22%	45µM*	-5%	15%
COc1cc(O)c2c(=O)c3c(O)ccc(O)c3oc2c1	-18%	.	.	.	?	-17%	.	.	-5%
CCCn1ccc2c(OCC(=O)Nc3ccc(NC(C)=O)cc3)cccc2c1=O	-16%	.	.	.	?	-29%	10%	-6%	?
CCOc1ccccc1NS(=O)(=O)c1ccc2oc(=O)c3ncn(C)c3c2c1	.	0%	?	3%	?	3%	-22%[59 µM]	-11%	-12%
COc1ccc(C(=O)COC(=O)CCCC(=O)Nc2ccc(C(C)=O)cc2)cc1	.	-3%	-9%	1%	37%[activator]	9%	-25%[59 µM]	-7%	-21%
COC(=O)[C@H]1C[C@H](O)CN1S(=O)(=O)c1ccc(Br)cc1F	31%	.	.	.	-7%	15%	.	.	-11%
Cc1ccc(-c2nnc(Nc3ccc(F)cc3)c3ccccc23)cc1S(=O)(=O)NC(C)C	.	-4%	4%	19%	17%	8%	5%[59 µM]	2%	-17%
Cc1ccccc1NN=Nc1nc2c([nH]1)c(=O)n(C)c(=O)n2C	4%	-1%	-11%	14%	28%	4%	4µM*	-30%	-2%
COc1ccccc1CNS(=O)(=O)c1c(C)noc1C	1%	1%	-20%	40%	14%	-4%	-10%[59 µM]	1%	3%
CC(C)Cn1c(N)c(C(=O)CSc2ncnc3sc4c(c23)CCCC4)c(=O)n(C)c1=O	0%	-6%	1%	61%	41%[activator]	1%	-8%[59 µM]	12%	-4%
O=C(NNC(=O)c1ccccn1)c1cccc([N+](=O)[O-])c1	19%	1%	-5%	13%	95%[activator]	3%	28%	?	-22%
COc1ccc(-c2nnc(SCC(=O)c3ccco3)n2-c2ccccc2)cc1	-2%	-1%	-10%	8%	2%	-1%	?	9%	4%
O=C(CN1C=NS(=O)(=O)c2ccc(C(F)(F)F)cc21)Nc1cccc(C(F)(F)F)c1	.	-2%	?	?	-5%	-2%[60.1 µM]	-2%[59 µM]	6%	-8%
CCn1c(SCc2nc3ccccc3c(=O)[nH]2)nc2ccccc21	-4%	0%	-4%	-15%	-5%	-15%	?	-17%	-6%
O=C(Nc1cccc(OC(=O)c2cccnc2)c1)c1cccnc1	24%	-1%	-11%	3%	-9%	-8%	?	11%[57.1 µM]	2%
COC(=O)c1c(NC(=O)Nc2ccc(Cl)cc2)sc(C)c1C	-8%	3%&-3%	-1%&2%	-4%&2%	?	3%&5%	5%[59 µM]	-1%&5%	-2%&-11%
COc1ccc(Nc2nnc(SCc3cc(=O)n4ccsc4n3)s2)cc1	?	-15%	-21%	?	?	-18%	4µM*	-2%[57.1 µM]	?
CCCCNC(=O)c1c(CSc2ccc(Cl)cc2)noc1C(=O)NCCC	33%[activator]	.	.	.	-9%	-1%	-2%[2.33 µM]	38%[activator]	-16%
O=C1CSC(c2cccnc2)N1CC1CC1 (stereo unspecified)	12%	-5%	-5%	56%	73%[activator]	3%	.	?	-5%
C[C@@H](C(=O)O)[C@@H]1C[C@@]1(C)[C@@H](NC(=O)OCc1ccccc1)c1ccccc1	?	5%&5%	-3%&-4%	7%	22%	2%	-49%	3%	-16%
COc1ccccc1NC(=O)C(=O)NCC(c1ccc2c(c1)OCO2)N1CCN(C)CC1 (stereo unspecified)	.	4%	-11%	2%	4%	-4%[60.1 µM]	-6%[59 µM]	-2%	-27%
CCc1ccc(C(C)(O)C(CN2CCOCC2)c2ccccc2)cc1 (stereo unspecified)	14%	-8%	-2%	-8%	?	-9%	3%	1%	-22%
N#Cc1ccccc1CSc1nc(N2CCCCC2)nc(N2CCCCC2)n1	-1%	-3%	-8%	2%	-8%	-9%	5%[59 µM]	2%	0%
O=C1c2cccc3c(Cl)ccc(c23)C(=O)N1O	?	-1%	-22%	?	?	-12%	18%[12.7 µM]	?	-21%
CCCS(=O)(=O)c1c(S(=O)(=O)CCC)c2cc(CC)ccn2c1C(=O)c1ccc(OC)cc1	.	-15%	?	-6%	4%	-19%	-42%[59 µM]	-9%	-12%
CC(Cc1ccccc1)C(=O)N[C@@H](CO)Cc1ccccc1 (stereo partly specified)	-3%&-4%	-1%&3%	3%&-12%	-20%	-2%	0%	?	-8%	3%
CCN(CC)C(=O)CSc1nnc(CNc2ccc(F)cc2)n1Cc1ccco1	-4%	-2%	-8%	1%	17%	-9%	-7%[12.7 µM]	-4%	-4%
N#Cc1c(N)c2ccccn2c1C(=O)c1ccc(Br)cc1	-17%	-5%	-5%	22%	-6%	-9%	11%	4%	-1%
O=C(COc1cc(O)c2c(=O)cc(-c3ccccc3)oc2c1)c1ccc(F)cc1	-3%	0%	-5%	17%	?	-6%	-1%	7%	-6%
